# Screening results as filed in PubChem.
# TDP43 rescue: rescues yeast growth from TDP-43 toxicity; TDP-43 expressing yeast growth rescue, BacTiter-Glo, 24 h; 1.8% of 410,000 active; Potency, µM (top dose mostly 46.1 µM), without a hit: at the top dose growth rescue (activation), most hits filed as activators; AID 652104; note: potency is the fitted concentration of half-maximal effect; % of control where 0% means no effect; nearly all actives have a fitted effect of over 50% in size
#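 Luminescence from BacTiter-Glo reports growth of TDP-43-expressing yeast after 24 hr at 30 deg C with compound. Cells were raffinose-pregrown to mid-log, then seeded in galactose medium at OD600=0.02.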
# GLP1R cytotox: cytotoxicity in counter-screen for GLP-1R inverse agonists; 0.13% of 410,000 active; HEK293 cAMP-luciferase reporter cells, luminescence, 24 h; Potency, µM (titrated, usually from 38.3 µM), inactives show at the top dose activity change, negative = inhibition, usual class: inhibitors;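 note: loss of luciferase light is scored as toxicity; potency is the fitted concentration of half-maximal effect; % is set by controls: 0 for no effect and ±100 for the full control effect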
#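 MLSMR compounds, 24 hr on cells at 37 deg C/5% CO2; luminescence after luciferase reagent (12 min RT). Inhibition counted as the undesired cytotoxic outcome.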
# Akt phos inh: Akt phosphorylation inhibition; Neuro2A IGF-stimulated pAkt S473 HTRF, 20 min; active compounds read low; activity change, % for hits at 50 µM; AID 651550; 0.32% of 360,000 active; in the data active = activity change below about -80%; inconclusive = mostly about -51% to -80%; note: % is set by controls: 0 for no effect and ±100 for the full control effect
#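 Neuro2A cells (4,500/well, DMEM with 0.5% FBS) were treated with compound at a single 50 µM final concentration, stimulated with 6 nM IGF for 20 min at 37 °C, and lysed. Phospho-Akt Ser473 was read by HTRF as 665/615 ratio ×10^4.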
# GLP-1R inv ag: acts as inverse agonist at human GLP-1 receptor. HEK293 GLP-1R CRE-luciferase, luminescence, 24 h; GLP-1R form is constitutively active. Potency, µM (series often up to 38.3 µM), for the others: top-dose activity change, negative = inhibition, usual class: inhibitors. 1.6% of 410,000 active. AID 624417; note: potency is the fitted concentration of half-maximal effect; % is set by controls: 0 for no effect and ±100 for the full control effect; nearly all actives have a fitted effect of over 55% in size
# Target sequence (P43220 whole entry, looked up): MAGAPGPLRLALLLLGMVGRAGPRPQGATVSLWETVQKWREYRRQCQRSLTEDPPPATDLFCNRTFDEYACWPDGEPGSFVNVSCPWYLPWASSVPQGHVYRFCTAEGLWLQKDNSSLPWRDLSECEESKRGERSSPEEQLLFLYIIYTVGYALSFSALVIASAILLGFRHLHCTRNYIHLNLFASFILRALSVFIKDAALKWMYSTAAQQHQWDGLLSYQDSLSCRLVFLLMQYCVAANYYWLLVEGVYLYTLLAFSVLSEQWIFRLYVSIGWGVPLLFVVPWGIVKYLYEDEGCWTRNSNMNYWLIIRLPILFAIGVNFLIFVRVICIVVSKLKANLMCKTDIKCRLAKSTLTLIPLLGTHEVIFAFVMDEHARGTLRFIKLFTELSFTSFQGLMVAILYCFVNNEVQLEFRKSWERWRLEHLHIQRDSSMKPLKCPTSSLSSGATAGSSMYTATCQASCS
#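 qHTS in 1536-well format: reporter HEK293 cells expressing constitutive GLP-1R activity in DMEM + 10% Nu serum, 24 hr with compounds at 37 deg C, luminescence read after 12 min with detection reagent.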
# aSyn yeast inh: alpha-synuclein toxicity inhibition in yeast; Yeast expressing alpha-synuclein, growth rescue, BacTiter-Glo, 24 h; Potency, µM (titrated, usually from 46.1 µM), for inactives: at the highest dose growth rescue (activation), most hits filed as activators; 0.14% of 370,000 active; AID 652106; note: potency is the fitted concentration of half-maximal effect; % of control where 0% means no effect; nearly all actives have a fitted effect of over 65% in size
#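 Galactose-induced alpha-syn yeast (OD600=0.02, raffinose-pregrown) + pinned cpd, 24 hr, 30 deg C; growth by BacTiter-Glo luminescence. Growth restoration scores as activation.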
# FUS yeast rescue: FUS proteinopathy suppression in yeast | 0.24% of 390,000 active | S. cerevisiae FUS-expressing, growth rescue, OD600, 24 h | Potency, µM (top dose mostly 76.6 µM), inactives show top-dose growth rescue (activation), actives largely listed as activators;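 note: potency is the fitted concentration of half-maximal effect; plate controls were DMSO vehicle for no effect and reference control for full effect; nearly all actives have a fitted effect of over 55% in size; some results filed as inactive show a strong effect at the top dose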
#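 Toxicity suppression screen in FUS-yeast. Cells induced with 2% galactose, starting OD 0.005, treated 24hr at 30C with compounds at multiple final concentrations; growth by OD600.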
# Abeta rescue: A-beta toxicity reversal in yeast; yeast expressing A-beta42, growth rescue, OD600, 48 h; response scale: 0% DMSO, 100% iron-clioquinol control; 0.063% of 410,000 active; Potency, µM (top dose mostly 46.1 µM), for the others: at the top dose growth rescue, usual class: activators; note: potency is the fitted concentration of half-maximal effect; nearly all actives have a fitted effect of over 55% in size
#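 Growth rescue measured by 600 nm absorbance after 48 h yeast culture at 30 C with compound. Values normalized between DMSO and an equimolar ferric chloride plus clioquinol control.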
# MmCpn inh: M. maripaludis TRiC chaperonin inhibition. purified Mm-Cpn ATPase, ADP Transcreener TR-FRET. Potency, µM (titrated, usually from 76.9 µM), inactives show top-dose activity, negative = inhibition, usual class: inhibitors. 0.031% of 330,000 active. AID 504842; note: potency is the fitted concentration of half-maximal effect; % is set by controls: 0 for no effect and ±100 for the full control effect; nearly all actives have a fitted effect of over 80% in size
#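 Measured: ADP formation by purified Mm-CPN. Conditions: 25 nM protein, 10 uM ATP, Tris pH 7.4 with Mg2+, K+ and DTT, 37°C for 30 min. Detection: Transcreener HTRF after 30 min at room temperature.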
# PTHR1 ag: activates the human parathyroid hormone receptor PTHR1 | Q03431 | HEK293 GP2 PTHR1 cells, GloSensor cAMP luminescence, 1 h | Potency, µM (series often up to 115 µM), inactives show at the highest dose activation, most hits filed as activators | 0.075% of 410,000 active | AID 743266; note: potency is the fitted concentration of half-maximal effect; nearly all actives have a fitted effect of over 55% in size; some results filed as inactive show a strong effect at the top dose; inactives centre near -15; many of its hits are not listed in these tables
# Target sequence (Q03431 whole entry, looked up): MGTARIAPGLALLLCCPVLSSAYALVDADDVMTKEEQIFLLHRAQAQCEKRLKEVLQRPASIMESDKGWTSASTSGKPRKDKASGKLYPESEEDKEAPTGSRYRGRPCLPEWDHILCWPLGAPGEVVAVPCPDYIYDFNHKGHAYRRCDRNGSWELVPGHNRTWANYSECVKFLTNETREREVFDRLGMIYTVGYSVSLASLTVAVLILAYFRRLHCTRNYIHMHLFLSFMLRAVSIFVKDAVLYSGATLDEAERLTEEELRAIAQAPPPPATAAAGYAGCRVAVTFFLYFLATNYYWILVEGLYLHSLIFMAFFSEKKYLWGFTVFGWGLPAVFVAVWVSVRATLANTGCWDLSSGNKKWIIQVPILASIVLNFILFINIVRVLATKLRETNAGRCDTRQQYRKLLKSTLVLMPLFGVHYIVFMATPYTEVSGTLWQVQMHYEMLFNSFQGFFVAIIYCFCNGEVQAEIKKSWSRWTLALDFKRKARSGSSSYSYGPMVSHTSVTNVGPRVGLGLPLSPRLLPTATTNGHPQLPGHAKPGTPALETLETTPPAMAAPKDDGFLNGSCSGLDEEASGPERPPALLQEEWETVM
#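 HEK-293-derived GP2 cells expressing PTHR1 and a GloSensor cAMP reporter, 3,000/well, plated overnight, given luciferin plus IBMX (each 0.5 mM as added) for 1 h at 37 °C, then compound for 1 h at 37 °C. Luminescence was read after 15 min at room temperature.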
# Starred values were filed as active, the others as inactive; i = inactive; u = inconclusive; x = no result given; & = joins results of further samples; [ ] = remark or other dose. Unless noted, calls come from the whole dose curve; as a rule, active = well fitted curve in the direction sought with a large enough effect; inconclusive = small, poorly fitted or top-dose-only effect, or another doubt; inactive = no such curve, though single readings can be large; an effect the other way counts as inactive or inconclusive. An excerpt (hit frequency here may not be typical).
SMILES,TDP43 rescue,GLP1R cytotox,Akt phos inh,GLP-1R inv ag,aSyn yeast inh,FUS yeast rescue,Abeta rescue,MmCpn inh,PTHR1 ag
CCOc1ccc(N(CC(=O)NC2CCCCC2)S(=O)(=O)c2ccc(C)cc2)cc1,5%,-5%,i,16%,4%,-28%,-13%,-2%,i
CCCNC(=O)C1(C)CCN(C(=O)c2ccc(C)c(F)c2)C1 (stereo not drawn),17%,7%,i,25%,0%,-5%,2%,x,i
Cc1ccc(S(=O)(=O)CCNC(=O)Cc2ccccc2)cc1,6%,-13%,i,-31%,9%,2%,-11%,-2%,-19%
O=C(COc1ccc(F)cc1)N(Cc1cccc(Br)c1)C1CCS(=O)(=O)C1 (stereo not drawn),3%,-14%,i,u,8%,5%,-5%,3%,i
CC/C(C)=N/NC(=O)c1[nH]c2ccc(C)cc2c1-c1ccccc1,11%,-14%,i,u,-6%,24%,-3%,-4%,-9%
Cc1ccc(CN2CCC(CNC(=O)Nc3ccccc3F)CC2)cc1,9%&3%,2%&1%,i,u,1%,-20%&0%,10%&5%,0%,19%&-57%
COc1ccccc1C(=O)N/C(=C\c1ccc(Br)cc1)C(=O)NCCC(=O)O,-11%,5%,i,-3%,-2%,11%,9%,-2%,-5%
Nc1nc(-c2ccc(-n3nncc3-c3ccco3)cc2)cs1,-8%,-9%,i,13%,-21%,31%,-12%,-1%,-23%
CC(=O)N/C(=C/c1ccc(OS(=O)(=O)c2ccc(C)cc2)cc1)C(=O)Nc1ccc(C(=O)O)cc1,-1%,1%,i,14%,-2%,u,-4%,0%,i
COCCNc1cc(C)nc2cc(-c3ccc(C)cc3)nn12,17%,u,i,u,0%,21%,6%,-19%,-8%
CC1=C(C(=O)OCc2ccccc2)C(c2ccccc2OS(=O)(=O)c2ccc([N+](=O)[O-])cc2)NC(=O)N1CCCC(=O)O (stereo not drawn),5%,-36%,i,11%,-2%,-12%,2%,x,-5%
C/C(=N/Nc1ccc(C)cc1)C1(C)N(O)C(C)(C)C(c2ccco2)=[N+]1[O-] (stereo not drawn),23%,-16%,i,u,4%,11%,34%,2%,-4%
CCOc1ccc(C2C(C(=O)c3ccc(C)o3)=C(O)C(=O)N2CCCN(CC)CC)cc1 (stereo not drawn),7%,3%,i,-8%,3%,-3%,2%,1%,-2%
CCNc1ccc(C(=O)OCC(=O)N(Cc2ccccc2)C(C)(C)C)cc1[N+](=O)[O-],24%,-14%,i,3%,0%,15%,12%,-2%,i
Cc1cccc(OCCCCCN2CCOCC2)c1C,-11%[1.82 µM],4%,i,-23%,3%,-2%,-1%,1%,i
Oc1ccccc1CN1CCCN(Cc2ccccc2O)C1,-4%,-27%,i,0%,4%,-3%,u,x,i
Cc1ccccc1C(=O)Nc1nnc(S(=O)(=O)N(C)Cc2ccccc2)s1,-3%,11%,x,9%,x,6%,-21%,x,-23%
O=C(O)c1sc2cc(C(F)(F)F)cnc2c1-c1ccccc1,-3%,51%[activator],i,4%,-4%,u,-3%,1%,-19%
CC(C)CCNC(=O)c1cnc2sc(N3CCCCC3)nn2c1=O,u,4%,x,-15%,x,7%,-19%,x,i
CC(C)(C)c1ccc(C(=O)Nn2cnnc2)cc1,-3%,-2%,i,17%,-1%,-4%,7%,1%,i
Cc1ccccc1NC(=O)Cn1cccc1,-13%,-10%,i,-2%,-16%,10%,21%,0%,-12%
Cc1ccccc1NC(=S)NNC(=O)c1ccoc1C,-2%,-10%,i,-5%,3%,11%,-6%,2%,i
CCN1C(=O)C(CC(=O)Nc2ccc(OC)cc2)N(CCc2ccccc2)C1=S (stereo not drawn),19%[9.22 µM],8%,i,u,u,25%,20%,-1%,i
Cc1cc(C)c2oc(C(=O)Nc3ccc(S(=O)(=O)N4CCCCCC4)cc3)cc(=O)c2c1,15%,-4%,x,2%,x,-17%,-5%,x,i
CN(C)CCCNS(=O)(=O)c1ccc(NC2CCCCCC2)c([N+](=O)[O-])c1,-9%,u,i,u,-8%,22%,-3%,2%,-15%
# The results go on.
SMILES,TDP43 rescue,GLP1R cytotox,Akt phos inh,GLP-1R inv ag,aSyn yeast inh,FUS yeast rescue,Abeta rescue,MmCpn inh,PTHR1 ag
CCOC(=O)c1c(C)[nH]c(C(=O)C(C)Cl)c1C (stereo not drawn),14%[9.22 µM],-2%[7.66 µM],i,24%[7.66 µM],0%,1%,-23%,-1%,-8%
CC(C)NC(=O)Nc1cccc2c1O[C@H](CN(C)S(=O)(=O)c1cccs1)[C@@H](C)CN([C@H](C)CO)C2=O,u,-3%,i,1%,2%,24%,-1%,-4%,-4%
O=C(Cc1nc(=O)c2ccccc2s1)Nc1ccccc1,-11%,2%,i,4%,2%,-11%,6%,-4%,-14%[57.5 µM]
COc1ccccc1NC(=O)/C(C#N)=C/c1cccn1C,5%,3%,i,15%,-1%,-5%,-21%,x,-1%
Cc1ccc(S(=O)(=O)c2nc(-c3ccccc3)oc2NCCN2CCOCC2)cc1,-3%,2%,i,-9%,1%,7%,-3%,0%,i
CCCCN1C(=N)N([C@@H](C)CN2CCC[C@H]2CN2C(N)=NC[C@@H]2Cc2ccccc2)C[C@H]1Cc1ccccc1,22%,-2%,i,-8%,5%,-13%,4%,1%,i
NNC(=O)c1cccnc1Oc1ccccc1,-9%,16%,i,1%,-5%,17%,2%,5%,i
Cc1ccc([N+](=O)[O-])cc1S(=O)(=O)Nc1ccc(C(=O)NCc2ccccn2)cc1,10%,8%,i,9%,0%,6%,17%,-1%,i
CCN1CCN(c2cc(C)c3cc(NC(=O)c4ccccc4F)ccc3n2)CC1,11%,-12%,x,-25%,x,-14%,-1%,-3%,11%
CC(=O)c1ccc(NC(=O)c2cnn3ccccc23)cc1,23%,-6%,i,2.5µM*,-3%,-18%,-9%,-3%,-31%[inhibitor]
CC(C)c1cc(C(=O)NCc2cccnc2)no1,-21%,1%,i,0%,-3%,0%,8%,1%,-2%[57.5 µM]
CCCCn1c(N)c(N(CCOC)C(=O)C2CCN(S(=O)(=O)c3ccc(C)cc3)CC2)c(=O)[nH]c1=O,7%,-4%,i,4%,0%,-4%,2%,0%,i
CCCCn1c(N)c(N(CC)C(=O)/C=C/c2ccco2)c(=O)[nH]c1=O,-12%,0%,i,0%,-6%,-5%,-4%,-1%,-17%
O=C(Oc1ccc(C(=S)N2CCOCC2)cc1)c1ccc([N+](=O)[O-])cc1[N+](=O)[O-],0%,-1%,i,-2%,1%,-25%,4%,-2%,i
CCN(CC(=O)NCc1ccc(F)cc1)C(=O)c1ccc(C(=O)c2ccccc2)cc1,0%,6%,i,-19%,8%,-14%,-4%,-1%,-26%
O=c1n(-c2ccccc2)c(=O)n2n1CCC2,-7%,1%,i,5%,4%,2%,22%,0%,1%[57.5 µM]
CCN(CC)CCNC(=O)c1ccc(NC(=O)c2ccc(F)cc2)cc1,-5%,4%,i,-15%,-3%,-19%,-3%,0%,i
O=C(Cc1cccs1)NNC(=O)c1ccc(F)cc1,18%,-2%,i,8%,-2%,x,-6%,1%,-25%
Cc1ccc(/C(O)=C2\C(=O)C(=O)N(CC(C)O)C2c2ccc(N(C)C)cc2)cc1 (stereo not drawn),-10%,0%,i,6%,0%,7%,-2%,-2%,i
O=C(Nc1cccc(C(F)(F)F)c1)c1cc2ncc(Br)cn2n1,-20%,-2%,i,1%,-10%,24%,-14%,2%,i
O=C(Cc1cccc(NC(=O)C2CCCN(C(=O)c3ccccc3)C2)c1)Nc1ccc(C(=O)N2CCCCC2)cc1 (stereo not drawn),14%,-1%,i,10%,-1%,27%,5%,x,-3%
COC(=O)C1CCN(C(=O)CN2C(=O)c3ccccc3S2(=O)=O)CC1,-5%,-5%,i,-10%,-6%,0%,1%,-2%,-28%
CCc1c(C)sc(NC(=O)c2cccs2)c1C(N)=O,u,7%,i,52%[activator],-64%[inhibitor],-2%,-19%,1%,-20%[57.5 µM]
CC(=O)c1c(C)n(CC(=O)NCc2ccco2)c2ccccc12,-4%,0%,i,6%,-2%,2%,0%,0%,u
COc1ccc(-n2nnc3c(SCc4ccccc4)ncnc32)cc1,15%,-16%,i,15%,15%,-16%,8%,2%,-28%[57.5 µM]
O=C(NC1=NCCS1)c1ccccc1,-7%,8%,i,31%[activator],2%,4%,3%,1%,i
O=C(c1cccs1)N(Cc1cccc(F)c1)C1CCS(=O)(=O)C1 (stereo not drawn),6%,-5%,i,7%,4%,37%,7%,1%,i
COc1ccc(N(Cc2ccccc2)C(=O)OC(C)(C)C)c(C(=O)N(C)OC)c1,-21%,-3%,i,16%,-1%,6%,-13%,0%,9%

# Five neighbouring records out of the list so far, for reference:
SMILES,TDP43 rescue,GLP1R cytotox,Akt phos inh,GLP-1R inv ag,aSyn yeast inh,FUS yeast rescue,Abeta rescue,MmCpn inh,PTHR1 ag
COc1ccccc1NC(=O)/C(C#N)=C/c1cccn1C,5%,3%,i,15%,-1%,-5%,-21%,x,-1%
Cc1ccc(S(=O)(=O)c2nc(-c3ccccc3)oc2NCCN2CCOCC2)cc1,-3%,2%,i,-9%,1%,7%,-3%,0%,i
CCCCN1C(=N)N([C@@H](C)CN2CCC[C@H]2CN2C(N)=NC[C@@H]2Cc2ccccc2)C[C@H]1Cc1ccccc1,22%,-2%,i,-8%,5%,-13%,4%,1%,i
NNC(=O)c1cccnc1Oc1ccccc1,-9%,16%,i,1%,-5%,17%,2%,5%,i
Cc1ccc([N+](=O)[O-])cc1S(=O)(=O)Nc1ccc(C(=O)NCc2ccccn2)cc1,10%,8%,i,9%,0%,6%,17%,-1%,i
